BB579 growth dn: growth inhibitors of yeast BB579 in restrictive medium, primary screen, yeast lifespan-shortening project, S. cerevisiae | inhibition, % at 10 µM | AID 804, 2007 | 140,000 compounds, 0.51% hits | OD615, 48 h;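 active means inhibition above a set limit, 3 SD over the mean compound inhibition, cut at about 44% in these data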; further: inactives centre near -24
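System: Saccharomyces cerevisiae DeaD strain BB579, replicative lifespan model yeast | Buffer or medium: Restrictive glucose-based CSMM-D medium | Times: 4 h preincubation and 48 h exposure at 30 °C | Detection: OD615 turbidity measurement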
HCT116 PTEN-null: growth suppression of PTEN-null HCT116, primary screen, cell-based, CellTiter-Glo. 140,000 compounds, 1.2% hits. viability, % at 10 µM. HCT116 PTEN-null viability, 60 h; active compounds read low. AID 827, 2007;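 active means viability at or below a set limit, 4 SD under the median of all tested compounds, cut at about 3.7% in these data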;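 further: PTEN knockout HCT116 line with beta catenin targeted HCT116 as companion control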
NPY Y2 blocker: NPY-Y2 receptor antagonists, primary screen, cell-based; inhibition, % at 2.7 µM; NPY-Y2 expressing cells, antagonist mode; Neuropeptide Y receptor type 2 (Homo sapiens), P49146; 140,000 compounds, 0.99% hits; AID 793, 2007; in the data active means inhibition above about 17%;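 further: 0% = vehicle with agonist challenge and 100% = reference antagonist with challenge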
Target sequence (P49146 whole entry, looked up): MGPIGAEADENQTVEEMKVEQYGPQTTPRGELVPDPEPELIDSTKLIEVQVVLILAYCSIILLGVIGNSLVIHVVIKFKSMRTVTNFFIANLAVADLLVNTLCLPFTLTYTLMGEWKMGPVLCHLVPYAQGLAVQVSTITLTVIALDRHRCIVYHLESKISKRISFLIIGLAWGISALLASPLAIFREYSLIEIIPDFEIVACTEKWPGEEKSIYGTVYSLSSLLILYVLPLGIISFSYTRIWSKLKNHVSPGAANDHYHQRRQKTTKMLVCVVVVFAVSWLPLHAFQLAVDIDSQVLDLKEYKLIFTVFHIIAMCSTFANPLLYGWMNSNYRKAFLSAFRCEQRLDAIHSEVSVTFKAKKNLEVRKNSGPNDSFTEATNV
E-sel TNF inh: E-selectin induction blockers in HUVEC – imaging, immunofluorescence, high content, primary screen; HUVEC TNFa-induced E-selectin immunofluorescence; inhibition, % at 2 µM; 120,000 compounds, 0.71% hits;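 active means inhibition above the batch mean plus 3 SD, and confirmed as a hit on visual image review, cut at about 43% in these data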;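 further: 0% = TNF-stimulated DMSO wells and 100% = unstimulated control wells; not every result past the cut was called active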
Measles CPE: compounds protecting cells from measles virus cytopathic effect, primary screen, measles RdRp inhibitor project, single point, MLSMR library, absorbance. Measles virus-infected cells, CPE protection. protection (pct of control), % at 4 µM. 140,000 compounds, 1.5% hits. AID 841, 2007; in the data active means protection mostly above about 24%, no sharp cut-off; inactive means mostly below about 26%; further: some compounds called inactive have numbers as strong as hits
Yeast life ext: compounds extending yeast replicative lifespan, primary screen, S. cerevisiae, OD615; 130,000 compounds, 0.68% hits; inhibition of the nicotinamide effect, % at 10 µM; S. cerevisiae growth with nicotinamide; deaD strain in restrictive glucose medium;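 active means inhibition above a set limit, placed 3 SD over the median of all compounds, cut at about 26% in these data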;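 further: 0% = nicotinamide-treated wells and 100% = cells grown without nicotinamide; some compounds called inactive have numbers as strong as hits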
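assay system = DeaD-strain S. cerevisiae | measured by = absorbance at 615 nm | probe or stimulus = nicotinamide 1.5 mM | buffer or medium = CSMM-D glucose medium, restrictive | times = 48 h at 30 °C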
MRP-1 activ: H69AR viability gain despite doxorubicin, primary screen, MRP-1 activator project, H69AR cells, CellTiter-Glo; viability rescue; viability increase, % at 10 µM; 140,000 compounds, 0.61% hits;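 active means viability gain under doxorubicin at or above a set limit, the compound median plus 3 SD, cut at about 4.7% in these data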;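 further: MRP-1 overexpressing cells given doxorubicin 25 µM after compound pretreatment; 18-22 h compound pretreatment then 72 h with doxorubicin before readout; 0% = doxorubicin-only wells and 100% = vehicle-treated cells without doxorubicin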
GALR2 antag: GALR2 antagonists in receptor-expressing cells, primary screen | AID 828, 2007 | inhibition, % at 4 µM | Galanin receptor type 2 (Homo sapiens), O43603 | antagonist mode | 140,000 compounds, 0.39% hits; in the data active means inhibition above about 27%;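 further: cells stimulated with galanin 1-16 at roughly its EC80; 0% = agonist challenge control and 100% = basal control without agonist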
Target sequence (O43603 whole entry, looked up): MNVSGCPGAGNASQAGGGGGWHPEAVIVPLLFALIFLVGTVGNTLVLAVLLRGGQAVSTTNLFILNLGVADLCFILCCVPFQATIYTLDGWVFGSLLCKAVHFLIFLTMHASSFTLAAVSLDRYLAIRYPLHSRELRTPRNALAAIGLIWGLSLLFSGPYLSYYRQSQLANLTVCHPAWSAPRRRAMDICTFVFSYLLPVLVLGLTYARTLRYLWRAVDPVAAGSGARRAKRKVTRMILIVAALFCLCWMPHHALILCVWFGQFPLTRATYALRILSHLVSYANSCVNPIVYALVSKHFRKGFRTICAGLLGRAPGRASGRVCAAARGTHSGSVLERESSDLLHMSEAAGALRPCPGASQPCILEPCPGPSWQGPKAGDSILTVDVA
Phagocyt inh: inhibitors of macrophage phagocytosis, primary screen, imaging, J774A.1 cells, IgG beads. J774A.1 macrophage IgG-bead phagocytosis. inhibition, % at 5 µM. 110,000 compounds, 0.07% hits;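 active means inhibition above the mean of the plate negative controls plus 5 SD, cut at about 13% in these data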;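 further: phagocytic index as fraction of beads internalized from green versus red external bead signal; plate controls were DMSO negative control for no effect and cytochalasin-D positive control for full effect; some results beyond the cut were filed as inactive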
HCT116 bCat-KO: primary screen for growth suppressors in beta-catenin knockout HCT116 cells (colon tumor, human). HCT116 beta-catenin knockout viability, CellTiter-Glo, 60 h; active compounds read low. viability, % at 10 µM. 140,000 compounds, 1.5% hits. AID 818, 2007;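 active means viability at or under a set limit, the compound median less 4 SD, cut at about 6% in these data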;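 further: 0% = Hyamine 1622 control at 20 µM and 100% = untreated cell control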
An asterisk follows results filed as active; . = no result given.

SMILES	BB579 growth dn	HCT116 PTEN-null	NPY Y2 blocker	E-sel TNF inh	Measles CPE	Yeast life ext	MRP-1 activ	GALR2 antag	Phagocyt inh	HCT116 bCat-KO
Cc1cccc(C)c1NC(=O)C1CC(=O)N(C(C)C)C1 (stereo unspecified)	-6	90	0	-3	4	-23	-2.4	1	-1	103
CCCNC(=O)Cc1cc(=O)[nH]c(=O)[nH]1	-26	99	-1	.	16	0	0.5	-3	1	99
O=C(c1ccc(Cl)cc1)c1cnc(-c2ccc(Cl)cc2)s1	-24	87	0	-6	19	-22	-0.7	8	.	113
CC(C(=O)NCC1CCCCC1)N1CCN(S(=O)(=O)/C=C/c2ccccc2)CC1 (stereo unspecified)	-35	78	4	.	5	2	-2.8	-8	-4	83
CC1(C(=O)O)CCC(C(=O)Nc2ccc3ccccc3c2)C1(C)C (stereo unspecified)	-26	99	3	18	13	-4	-1.1	1	-2	89
CSCC[C@H](Nc1ncnc2sc(C)c(C)c12)C(=O)O	-15	91	9	-13	11	-3	-2.8	-5	1	89
CCOc1ccc(NC(=O)c2ccco2)cc1	-5	107	-1	-2	13	-4	0.0	15	-1	102
COC(=O)c1ccccc1NC(=O)CSc1nc(-c2ccco2)cc(C(F)(F)F)n1	-40	13	12	-30	8	-7	-4.8	7	0	17
CN1CCN(c2nc(-c3cccs3)cc(C(F)(F)F)n2)CC1	-28	88	8	.	8	-4	-3.2	-8	.	92
COc1cccc(C2Nc3c(F)cc(Br)cc3C3C=CCC32)c1OC (stereo unspecified)	-64	73	2	3	28	0	-1.2	12	-3	68
Cc1nc2scc(-c3cccs3)c2c(=O)n1N	-13	104	2	.	2	-7	-1.5	2	-1	98
CNC(=O)C(Sc1ccccc1)c1ccccc1 (stereo unspecified)	-40	101	1	-31	9	-4	-2.8	9	0	101

Next section, starting with the last four of the part before.
SMILES	BB579 growth dn	HCT116 PTEN-null	NPY Y2 blocker	E-sel TNF inh	Measles CPE	Yeast life ext	MRP-1 activ	GALR2 antag	Phagocyt inh	HCT116 bCat-KO
CN1CCN(c2nc(-c3cccs3)cc(C(F)(F)F)n2)CC1	-28	88	8	.	8	-4	-3.2	-8	.	92
COc1cccc(C2Nc3c(F)cc(Br)cc3C3C=CCC32)c1OC (stereo unspecified)	-64	73	2	3	28	0	-1.2	12	-3	68
Cc1nc2scc(-c3cccs3)c2c(=O)n1N	-13	104	2	.	2	-7	-1.5	2	-1	98
CNC(=O)C(Sc1ccccc1)c1ccccc1 (stereo unspecified)	-40	101	1	-31	9	-4	-2.8	9	0	101
CCCn1nnc2c(=O)oc3ccccc3c21	-41	103	3	.	23	7	1.3	4	0	96
CCOC(=O)Cn1c(=O)c2c(nc(N3CCCCC3)n2C)n(C)c1=O	-17	89	-2	18	8	-4	-5.0	3	.	89
Cc1ccc2c(c1)-c1c(ssc1=S)C(C)(C)N2C(=O)CN1C(=O)c2ccccc2C1=O	-19	72	-2	-15	1	-2	-2.8	3	2	77
CCc1nnc(NC(=O)C2CCN(c3cnccn3)CC2)s1	-16	108	0	13	7	-5	-2.0	7	-1	107
COc1ccc(N2C(=O)C3CCCN3C2c2cccc(F)c2)cc1Cl (stereo unspecified)	-31	101	1	.	1	-6	-3.1	-2	-4	91
CCC(C)NC(=O)C1c2ccccc2C(=O)N(c2ccc(OC)cc2)C1c1ccc(OC)cc1 (stereo unspecified)	-59	71	4	4	13	2	-0.5	14	0	67
COc1ccc(/C(N)=N/OC(=O)Cc2ccc(OC)c(OC)c2)cc1	-11	62	3	23	15	-6	1.4	-1	-2	51
O=C(Cn1cnc2ccccc21)N/N=C/c1ccco1	-26	98	2	.	25	4	-1.2	-10	-12	97
CCCCn1c(-c2nn(C)c(C)c2Cl)n[nH]c1=S	-15	91	3	-13	15	-15	-1.5	3	.	83
Cc1ccccc1NC(=O)C1C2CC/C=C\CCC21 (stereo unspecified)	-33	77	5	.	15	11	-2.5	-6	-5	85
CCCCN(C(=O)Cc1cccs1)c1nnc(-c2cccnc2)s1	-40	88	1	-26	2	.	5.8*	21	.	93
Nc1nonc1-c1nc2ccccc2n1CC(=O)N1CCN(c2ccc(F)cc2)CC1	-80	92	10	0	25	2	-0.1	-2	.	79
COc1ccc2c(c1)c(N=O)c(O)n2C	-63	69	3	-10	7	-1	1.5	5	1	76
OCCN1CCN(c2nc(-c3ccccc3)nc3c2oc2ccccc23)CC1	-37	16	4	.	9	-18	-6.7	-5	0	11
CNC(=O)c1sc(SC)cc1-c1ccc(Cl)cc1	-15	75	3	26	3	-22	-4.0	12	.	82
CC(c1ccco1)N(C(=O)c1ccc(S(=O)(=O)N2CCCCC2)cc1)c1ccccn1 (stereo unspecified)	-49	93	3	0	3	-10	-1.5	3	0	94
COc1ccc2c(c1)c(C(C)=O)c(C)n2-c1ccccc1	-34	110	4	13	45	-11	-2.4	-1	0	103
Cc1ccc(C2(C(F)(F)F)NC(=O)N3CCCN=C3S2)cc1 (stereo unspecified)	10	97	1	-26	17	12	-1.7	3	-1	100
CCC1CCCN1Cn1cnc2c([nH]c3ccccc32)c1=O (stereo unspecified)	5	100	1	.	3	-22	-4.5	-2	1	92
CCCCCn1cnc2c(sc3nc4c(cc32)CSC(C)(C)C4)c1=O	-35	97	3	.	11	6	1.0	-9	-4	88
Cc1nnc(SCC(=O)Nc2cc(-c3cc(C)c(C)cc3C)nn2-c2ccccc2)s1	-14	70	3	2	16	-4	-2.6	6	-2	69
CCOCCn1c(SCCCc2ccccc2)nc2c1c(=O)[nH]c(=O)n2C	-25	73	5	3	23	-5	-3.9	-21	.	88
CN1C(=O)c2ccc(NC(=O)c3c(F)c(F)c(F)c(F)c3F)cc2C1=O	-17	81	5	25	1	-10	-3.8	-5	-5	83
COC(=O)c1sccc1NC(=O)Cc1ccc(OC)cc1	1	93	3	.	0	2	-0.3	-1	.	101
COc1ccccc1CN1CCCC(C(=O)N(C)Cc2ccccc2)C1 (stereo unspecified)	-8	63	15	4	4	-23	-5.7	-7	0	66
C/C(=N\N=C\c1ccccc1F)c1nnn(-c2nonc2N)c1C	-16	94	8	.	4	-8	1.8	13	-7	90
CC1(C)CC(C2N3CC4(C)CN2CC(C)(C3)C4=O)CCO1 (stereo unspecified)	-6	103	1	-7	18	-13	0.1	3	-1	97
CSc1ccccc1C(=O)Nc1cc(C)cc(C)c1	-78	101	3	-36	13	-14	0.0	-1	-3	96
O=C(O)Cc1ccc(N=Cc2c(O)ccc3ccccc23)cc1	-30	85	5	.	7	57*	0.0	12	-4	81
COC(=O)C1=C(C)Nc2nnnn2C1c1ccc(Cl)cc1Cl (stereo unspecified)	-28	99	-3	-8	11	-11	0.0	-9	1	97
CN(C(=O)CSc1nnc(Cc2cccc3ccccc23)n1N)C1CCS(=O)(=O)C1 (stereo unspecified)	-5	110	2	-15	20	-7	-1.4	4	-1	92
COc1cccc(CNC(=O)C2CCN(S(=O)(=O)c3ccc(F)cc3)CC2)c1	-30	99	4	0	20	-3	-1.5	-5	0	93
CCOC(=O)/C=C1\SCC(=O)N1Cc1nnc(-c2ccccc2Br)o1	-33	92	3	-2	6	-21	-2.2	-9	-4	100
Brc1ccc(-c2ccc(/C=N/Nc3nc4ccccc4[nH]3)o2)cc1	2	47	3	.	9	-6	-3.7	29*	4	57
Cc1ccc2cc(CN(CC3CCCO3)C(=O)C(C)C)c(=O)[nH]c2c1 (stereo unspecified)	-16	99	-2	-1	15	-6	-2.9	2	.	92
Cn1c(=O)c2c(ncn2CC(=O)N2CCN(c3ccc(F)cc3)CC2)n(C)c1=O	-17	96	1	-3	18	2	-4.0	-19	-2	86
CCOc1cc(/C=N/NS(=O)(=O)c2ccc(OC)cc2)ccc1OCCN1CCOCC1	-7	110	0	16	5	-6	-3.1	-8	-9	97
Nn1c(SCC(=O)N2CCN(S(=O)(=O)c3ccc(Cl)cc3)CC2)nnc1-c1cccs1	-40	91	1	12	20	-11	0.0	-14	0	75
CCOC(=O)C1=CN(C)C=C(C(=O)OCC)C1c1ccsc1	-8	70	3	.	5	-18	-4.3	-1	2	73
CCOC(=O)c1cccc(NC(=O)C2CCCN(S(=O)(=O)c3c(C)nn(C)c3C)C2)c1 (stereo unspecified)	28	71	0	-14	2	-6	-3.2	-2	0	82
COc1ccc(S(=O)(=O)Cc2ccc(C(=O)N3CCN(c4ccccc4)CC3)o2)cc1	2	70	4	-20	7	-9	-2.3	9	1	73
COc1ccc(C/C(N)=N/OC(=O)Cc2ccc(OC)c(OC)c2)cc1	2	83	5	-19	5	-23	-1.6	9	.	96
Cc1ccc(S(=O)(=O)N(C)CC(=O)Nc2ccccc2)cc1	1	95	3	9	-1	-4	-3.1	-11	0	87
C[C@]12C=CC(=O)C=C1CCC1C3CC[C@](O)(C(=O)CO)[C@@]3(C)CC3OC312 (stereo partly specified)	-48	100	1	8	42*	6	-0.6	1	1	101
O=C(c1cnc(-c2ccc(Cl)cc2)s1)c1ccc(Cl)cc1Cl	-40	80	0	10	1	-5	-0.7	-9	.	85
Cn1c(=O)c2c(nc(CN3CCC(C(N)=O)CC3)n2CCCc2ccccc2)n(C)c1=O	-11	85	1	22	21	-5	-0.8	1	-1	81
Brc1ccc(NCc2nnc3n2CCCCC3)cc1	-26	102	4	1	19	-8	-1.5	-2	0	102
COc1cccc(NC(=O)N2CCCC2C(=O)NCC(C)C)c1 (stereo unspecified)	6	98	0	5	5	-10	0.2	6	-1	112
Cc1cc(N2CCN(c3ccccc3)CC2)nc(-c2ccccc2)n1	6	54	6	16	3	-28	-0.4	-3	1	46
CC(C)CCNC(=O)C(c1ccco1)N(CC1CCCO1)C(=O)Cn1nnc2ccccc21 (stereo unspecified)	-11	83	4	-7	37	-6	-1.7	9	.	89
CCSc1nnc(NC(=O)CSc2nc3c(cc2C#N)CCCC3)s1	-40	98	-1	.	5	-24	-2.1	-8	.	108
COCCn1c(SCC(=O)Nc2ccc(S(=O)(=O)N(C)C)cc2)nc2ccccc21	0	92	1	-2	35	-3	-4.9	-7	.	97
NC(=O)c1csc(-c2ccncc2)n1	-30	95	-1	-21	13	15	-0.1	4	0	88
CC1CCCCN1C(=O)c1cnn2c(C(F)(F)F)cc(-c3ccco3)nc12 (stereo unspecified)	-60	107	1	-8	10	-11	-1.0	5	-1	91
CCOc1ccc(/C=C/C(=O)c2c(O)c3ccccc3oc2=O)cc1	-71	93	2	34	5	80*	0.5	-3	.	83

Source: PubChem

No enrichment for hits; about 6.4% have a hit in one of these screens.
